Screening results as filed in PubChem.
PKA-R1A act = activators of PKA-R1A holoenzyme, primary screen, biochemical, fluorescence polarization, Cy5-IP20, bovine R1A, mouse PKAc; PKA-R1A dissociation; scaled: DMSO 0%, 113 µM cGMP 100%; activation, % at 11.4 µM; 340,000 tested, 0.083% active;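 active means percent activation above the mean of all tested compounds plus 3 SD, cut at about 19% in these data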;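 further: higher means more PKAc released from R1A so a rise in polarization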
HTR5A ag ctr = HTR5A agonists in luminescence cell assay, primary screen, counter-screen for OPRM1-OPRD1 heterodimer agonist project, full-deck HTS | activation, % at 9.3 µM | cell-based | 5-hydroxytryptamine receptor 5A (Homo sapiens), P47898 | AID 504692, 2011 | 340,000 tested, 0.61% active; in the data active means activation mostly above about 9.5%, no sharp cut-off; inactive means mostly below about 7.6%;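 further: 0% = cells with vehicle only and 100% = reference agonist; strong numbers were not always called active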
Target sequence (P47898 whole entry, looked up): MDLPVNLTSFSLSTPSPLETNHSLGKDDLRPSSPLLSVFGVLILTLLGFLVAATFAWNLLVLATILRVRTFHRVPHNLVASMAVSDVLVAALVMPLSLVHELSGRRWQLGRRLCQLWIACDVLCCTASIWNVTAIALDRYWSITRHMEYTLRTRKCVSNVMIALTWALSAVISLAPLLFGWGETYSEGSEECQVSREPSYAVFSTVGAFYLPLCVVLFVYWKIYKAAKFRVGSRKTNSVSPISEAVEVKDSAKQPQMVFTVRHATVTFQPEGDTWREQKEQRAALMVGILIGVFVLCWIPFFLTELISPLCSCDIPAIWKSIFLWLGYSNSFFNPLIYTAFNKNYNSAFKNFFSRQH
phage Ecoli inh = growth loss of phage-infected E. coli, primary screen, RecBCD inhibitor project, absorbance, with phage, HTS | inhibition, % at 11.9 µM | 360,000 tested, 0.26% active | AID 651602, 2012; in the data active means inhibition above about 11%
SUMO Mot1 rescue = yeast Mot1-301 growth rescue at high temperature, primary screen, SUMOylation pathway inhibitor project, S. cerevisiae, ATP luminescence, 38.5C. 320,000 tested, 1% active. S. cerevisiae Mot1-301 growth rescue; percent above DMSO median, 100 means doubled. growth rescue, % at 18.8 µM. AID 2716, 2010;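 active means every valid replicate shows activation above 250% relative to neutral control wells; inactive means the rest, any valid replicate at or below 250%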;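 further: OY570 slx delta 5 strain wells were the positive control but not used for scaling; some compounds called inactive have numbers as strong as hits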
Ecoli viability = E. coli V3065 growth inhibition, primary screen, counter-screen for AddAB inhibitor project, absorbance, OD600. 18 h. inhibition, % at 11.9 µM. 330,000 tested, 0.27% active. AID 449728, 2010;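 active means inhibition above the campaign's mean inhibition across all tested compounds plus 3 SD, cut at about 9.9% in these data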;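 further: uninfected addAB+ strain grown without phage in ampicillin broth; 0% = DMSO wells and 100% = ciprofloxacin 0.95 µg/ml wells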
DAGLB inh = DAGLB lipase inhibitors, primary screen, biochemical, fluorescence, HTS. Diacylglycerol lipase-beta (Homo sapiens), Q8NCG7. HEK293T DAGLB membrane lysate, EnzChek fluorogenic substrate. inhibition, % at 5.17 µM. 340,000 tested, 0.059% active; in the data active means inhibition above about 34%;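 further: 0% = enzyme with vehicle and 100% = wells lacking enzyme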
CDK5 p35 inh = inhibitors of human CDK5/p35 kinase, primary screen, biochemical, single concentration; inhibition, % at 10 µM; Cyclin-dependent kinase 5 (Homo sapiens) + Cyclin-dependent kinase 5 activator 1 (Homo …; Recombinant CDK5/p35, ADP-Glo luminescence, 60 min; 330,000 tested, 0.01% active;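 active means highest replicate inhibition of at least 50% and at least 75% of replicates reaching 50%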;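 further: plate controls were DMSO neutral control for no effect and GW8510 at 10 µM for full effect; many of its hits are not listed in these tables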
Tat transport = E. coli Tat export inhibitors, primary screen, MC4100, TorA-mCherry reporter, fluorescence, single point; inhibition, % at 10 µM; 340,000 tested, 0.036% active;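 active means mean replicate inhibition at least 50% and at least half of replicates individually reaching 50%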;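 further: exported cargo escapes ClpAP degradation while cytoplasmic cargo is degraded and loses fluorescence; 0% = median of neutral control wells and 100% = median of NaSCN control wells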
AddAB inh = growth inhibition of E. coli expressing H. pylori AddAB, primary screen, AddAB inhibitor project, absorbance; inhibition, % at 11.9 µM; 330,000 tested, 0.29% active; AID 435030, 2010; in the data active means inhibition above about 12%;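 further: 0% = vehicle wells of infected cells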
PKA-R2B act = activators of PKA-R2B holoenzyme, primary screen, biochemical, fluorescence polarization, Cy5-IP20, human | cAMP-dependent protein kinase catalytic subunit beta (Homo sapiens) + cAMP-dependent … | PKA-R2B holoenzyme dissociation; R2B truncated from residue 108, S112A mutant; 0% DMSO only, 100% 113 µM cGMP | activation, % at 11.4 µM | 340,000 tested, 0.079% active;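 active means activation above a cutoff set at the mean over all compounds plus 3 SD, cut at about 18% in these data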;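 further: higher means more holoenzyme dissociation and a rise in polarization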
Target sequence (P31323 whole entry, looked up, other chains not shown, the tested form may be a part): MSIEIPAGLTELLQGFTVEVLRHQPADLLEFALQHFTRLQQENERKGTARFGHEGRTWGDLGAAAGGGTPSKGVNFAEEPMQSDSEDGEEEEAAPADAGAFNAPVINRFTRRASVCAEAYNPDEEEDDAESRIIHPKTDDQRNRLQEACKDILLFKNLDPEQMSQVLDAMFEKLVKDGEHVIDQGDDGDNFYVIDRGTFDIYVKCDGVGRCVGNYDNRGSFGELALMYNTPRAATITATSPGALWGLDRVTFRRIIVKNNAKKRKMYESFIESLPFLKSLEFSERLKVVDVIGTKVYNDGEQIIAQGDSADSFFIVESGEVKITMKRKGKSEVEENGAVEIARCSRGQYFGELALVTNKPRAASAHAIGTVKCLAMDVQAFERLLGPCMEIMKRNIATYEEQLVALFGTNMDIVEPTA
HTR5A inv ag = HTR5A inverse agonists in luminescence cell assay, primary screen, counter-screen for OPRM1-OPRD1 heterodimer inverse agonist project, full-deck HTS | HTR5A cell line, inverse agonism | 5-hydroxytryptamine receptor 5A (Homo sapiens), P47898 | inhibition, % at 9.3 µM | 340,000 tested, 0.083% active; in the data active means inhibition mostly above about 23%, no sharp cut-off; inactive means mostly below about 18%;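 further: 0% = cells with DMSO and 100% = no-cell wells with DMSO; some compounds called inactive have numbers as strong as hits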
Starred values were filed as active, the others as inactive; . = no result given.

| # | SMILES | Tat transport | DAGLB inh | phage Ecoli inh | HTR5A ag ctr | Ecoli viability | SUMO Mot1 rescue | PKA-R2B act | CDK5 p35 inh | HTR5A inv ag | AddAB inh | PKA-R1A act |
| --- | --- | --- | --- | --- | --- | --- | --- | --- | --- | --- | --- | --- |
| 1 | CC(/C=C/c1ccccc1F)=N\NC(=O)C(C)C | -3 | -2 | 3.7 | 2 | 0.3 | 2 | 8 | 0.6 | -38 | 3.0 | 0 |
| 2 | Cc1ccc(C[n+]2ccccc2)cc1 | -6 | -1 | 1.9 | -7 | -1.7 | 1 | 3 | 0.5 | 19 | 1.1 | 9 |
| 3 | COc1ccc(NC(=O)CSc2nc3c(c(=O)n2-c2ccccc2)SCC3)c(OC)c1 | -14 | 2 | 2.6 | -1 | 0.2 | 5 | -17 | -1.0 | -7 | 0.7 | 10 |
| 4 | O=C(O)c1c(NC(=O)N(CCO)Cc2ccccc2)sc2c1CCCC2 | -2 | -2 | 1.2 | 0 | -1.9 | 7 | 10 | 1.0 | -1 | -1.2 | 4 |
| 5 | CSC1=NC(C(Cl)(Cl)Cl)N=C(c2ccccc2)N1 (stereo not given) | 0 | 0 | 2.3 | -2 | 0.2 | 0 | -17 | 0.5 | -18 | -1.3 | -6 |
| 6 | NC(=O)CC(NC(=O)c1ccc(Br)cc1)c1ccc(NC2CCCCCCC2)c([N+](=O)[O-])c1 (stereo not given) | 3 | 27 | 3.0 | 6 | 0.7 | 1 | -3 | -1.0 | -17 | 5.0 | -7 |
| 7 | COc1ccc(S(=O)(=O)NCc2cn3c(C)csc3n2)cc1F | -7 | 1 | 3.8 | -4 | -2.3 | 11 | 2 | -1.1 | 12 | 1.0 | -8 |
| 8 | CCOCCCNC(=O)c1ccc2c(c1)ncn2C1CCCC1 | -8 | 1 | 0.9 | 10 | -1.4 | 1 | -8 | -1.3 | 16 | 1.4 | 6 |
| 9 | Cc1cccc(C2CC(c3ccc(Cl)cc3)Nc3nc(N)nn32)c1 (stereo not given) | 5 | 2 | 1.8 | 1 | -3.3 | 81 | -1 | 0.7 | -3 | 1.0 | 12 |
| 10 | Cn1cc(CCC(=O)N2CCCC(CCC(=O)NCc3ccccc3F)C2)cn1 (stereo not given) | 10 | -1 | 3.4 | 6 | 0.5 | 117 | 3 | 2.5 | -16 | -0.4 | 3 |
| 11 | NS(=O)(=O)c1ccc(CCNC(=O)COC(=O)CCc2ccccc2)cc1 | 0 | -2 | 1.4 | -2 | 0.2 | 1 | 3 | -5.6 | 1 | -0.3 | -5 |
| 12 | COC(=O)C1C(c2ccc(OC)c(OC)c2)NC(c2ccc(OC)c(OC)c2)C(C(=O)OC)S1(=O)=O (stereo not given) | -8 | 2 | -0.5 | 0 | 0.4 | 520* | -1 | 0.1 | 2 | -0.5 | -5 |
| 13 | Cc1cc(C)cc(OCC(=O)N2Cc3ccccc3CC2C(=O)O)c1 (stereo not given) | 1 | 0 | 3.4 | -2 | 1.9 | 11 | 2 | 1.8 | 6 | 4.7 | 6 |
| 14 | Cn1c(=O)oc2cc(S(=O)(=O)CCC(=O)N3CCN(c4ccccc4F)CC3)ccc21 | -1 | 2 | 2.7 | 4 | 1.3 | -7 | 6 | 1.3 | 1 | 2.0 | -6 |
| 15 | O=c1c(Cl)c(NCc2ccccc2)cnn1C12CC3CC(CC(C3)C1)C2 | 0 | 0 | 5.6 | -8 | 1.1 | 6 | -11 | 2.7 | 22 | 1.9 | 1 |
| 16 | N#Cc1nnn(Cc2ccccc2)c1N | -6 | -1 | 3.6 | -1 | 1.6 | . | 9 | -2.1 | -8 | 1.4 | -7 |
| 17 | CCNc1oc(-c2cccc3ccccc23)nc1C#N | -3 | -5 | 3.4 | -4 | 0.1 | . | -3 | -0.7 | 12 | 0.0 | -2 |
| 18 | COc1ccc(OCCSc2nc(-c3ccccc3)cc(=O)[nH]2)cc1 | -14 | -4 | 2.9 | -2 | 1.8 | 139 | 1 | -0.3 | 6 | 4.6 | -15 |
| 19 | COc1cccc(-n2c(C)cc(/C=C3/C(=N)N4C(=NC3=O)SN=C4S(C)(=O)=O)c2C)c1 | 0 | 10 | 1.8 | 2 | -1.8 | 9 | -5 | -0.9 | -5 | -2.0 | -5 |
| 20 | COc1ccccc1NC(=O)CSc1nnc2ccc(-c3cccnc3)nn12 | 2 | 0 | 2.4 | -3 | 0.6 | -7 | -1 | 0.6 | 9 | 0.5 | -5 |
| 21 | O=C(CSc1ccc(C(F)(F)F)cc1[N+](=O)[O-])NCCOc1ccccc1 | -10 | -4 | 0.6 | 7 | -0.1 | -3 | -5 | -0.4 | -8 | 2.3 | 2 |
| 22 | Cc1[nH]c2ccccc2c1C1(O)C(=O)N(C(C)C)c2ccccc21 (stereo not given) | -5 | 2 | 1.2 | 0 | -0.6 | 219 | 5 | -2.3 | -1 | 2.1 | 2 |
| 23 | CCOc1cc(CNc2ccc(CNc3ncn[nH]3)cc2)ccc1OCc1ccccc1 | -4 | -1 | 3.6 | 5 | 1.4 | 8 | -6 | 0.6 | -17 | 2.1 | 4 |
| 24 | Cc1cc(C)n2cc(CSc3nnnn3C)nc2n1 | -4 | 2 | 3.0 | 6 | 0.9 | 122 | -6 | 0.1 | -14 | 1.7 | 8 |
| 25 | COc1cccc(C2CC(=O)NC(SC)=C2C#N)c1 (stereo not given) | -15 | 1 | 3.3 | 12 | -0.7 | -13 | -8 | -1.1 | -34 | 2.0 | -2 |
| 26 | COc1ccc(NC(=O)C2Cc3cccc(OC)c3O/C2=N\O)cc1 (stereo not given) | 5 | 0 | 1.8 | -2 | 2.4 | 28 | 4 | 0.4 | 6 | 3.3 | -1 |
| 27 | O=C(Nc1ccc(O)cc1)c1ccc2c(c1)C(=O)N(Cc1ccccc1)C2=O | -9 | 1 | 0.7 | -6 | 0.7 | -8 | -10 | -1.6 | -17 | 0.3 | -9 |
| 28 | COc1cc(OC)cc(C(=O)Nc2cccc(C(C)=O)c2)c1 | 11 | -1 | 2.6 | -1 | 0.1 | 0 | -7 | -0.6 | -18 | 1.8 | 0 |
| 29 | Cc1ccc(S(=O)(=O)NCCC2=CCCCC2)cc1 | 0 | -5 | -1.1 | 1 | . | . | -15 | -0.3 | 14 | . | -9 |
| 30 | COc1ccc2c(c1OC)C(=O)OC2C/C(=N\NC(N)=O)c1ccccc1 (stereo not given) | -4 | 0 | 2.6 | 5 | 0.2 | -14 | -4 | -0.8 | 5 | -0.2 | -7 |
| 31 | CCn1c(O)c(/C=N/N=C2CCCC2)c2ccc(C3=NNC(=O)CC3)cc21 | -1 | -1 | -0.6 | 0 | -0.2 | . | -8 | 1.0 | 1 | -0.7 | 13 |
| 32 | O=C(NCCCn1ccnc1)c1cccc(Br)c1 | 3 | -1 | 4.6 | 2 | -2.9 | 0 | 0 | -0.4 | -9 | -1.4 | 2 |
| 33 | CCN1CCN(C(=O)c2ccc(CSc3ccc(C)cc3)cc2)CC1 | -6 | -6 | 1.4 | 5 | 0.0 | -16 | 10 | -1.5 | -6 | -1.1 | -8 |
| 34 | CC(NS(=O)(=O)c1ccc(Cl)cc1)C(=O)NCc1ccco1 (stereo not given) | 1 | -2 | -0.5 | 3 | 0.8 | 15 | -11 | -1.4 | -1 | 1.7 | -11 |
| 35 | CN(C)C(CNC(=O)C1CCN(C(=O)/C=C/c2ccccc2)CC1)c1ccccc1 (stereo not given) | 7 | -1 | -1.8 | 0 | -4.3 | -10 | -5 | 1.4 | 15 | 1.4 | 3 |
| 36 | CC(C)c1ccc(C(=O)N/N=C/c2cccc(Cl)c2Cl)cc1 | 2 | -3 | -0.7 | -2 | -0.5 | 37 | -4 | -3.5 | 14 | 0.4 | 9 |
| 37 | CCOc1cc(/C=N/NC(=O)CN2CCCCC2)ccc1OCc1ccc(Cl)cc1 | 0 | 2 | 1.6 | 1 | -1.0 | 15 | -4 | 2.1 | -15 | 3.8 | -5 |
| 38 | Cc1ccccc1-n1c(SCC(N)=O)nc2sc(-c3ccccc3)cc2c1=O | 9 | -1 | 2.9 | 10 | 1.7 | -10 | -3 | 1.6 | -27 | 3.4 | 10 |
| 39 | Cc1ccc(NCCC(=O)c2ccc(Cl)c(Cl)c2)cc1 | -5 | -19 | 4.2 | 1 | -2.2 | -13 | 15 | -1.9 | -3 | 0.1 | -5 |
| 40 | CC(C)(C)C1CCC2(CC1)Nc1cccc3cccc(c13)N2 | -10 | 10 | 2.6 | -3 | -2.2 | -12 | -6 | -0.3 | 2 | -0.4 | -6 |
| 41 | CC(=O)c1c(C)[nH]c(C(=O)OCC(=O)C(C)(C)C)c1C | -11 | 2 | 1.9 | -3 | -1.7 | -4 | 11 | 2.8 | 8 | 2.2 | -6 |
| 42 | Cc1cc(=O)[nH]c(N/N=C/c2c(C)nn(-c3ccccc3Cl)c2Cl)n1 | -1 | 1 | 1.4 | -2 | 0.8 | 58 | -12 | -0.8 | 4 | 0.3 | -7 |

Entries 37–42, quoted:
| # | SMILES | Tat transport | DAGLB inh | phage Ecoli inh | HTR5A ag ctr | Ecoli viability | SUMO Mot1 rescue | PKA-R2B act | CDK5 p35 inh | HTR5A inv ag | AddAB inh | PKA-R1A act |
| --- | --- | --- | --- | --- | --- | --- | --- | --- | --- | --- | --- | --- |
| 37 | CCOc1cc(/C=N/NC(=O)CN2CCCCC2)ccc1OCc1ccc(Cl)cc1 | 0 | 2 | 1.6 | 1 | -1.0 | 15 | -4 | 2.1 | -15 | 3.8 | -5 |
| 38 | Cc1ccccc1-n1c(SCC(N)=O)nc2sc(-c3ccccc3)cc2c1=O | 9 | -1 | 2.9 | 10 | 1.7 | -10 | -3 | 1.6 | -27 | 3.4 | 10 |
| 39 | Cc1ccc(NCCC(=O)c2ccc(Cl)c(Cl)c2)cc1 | -5 | -19 | 4.2 | 1 | -2.2 | -13 | 15 | -1.9 | -3 | 0.1 | -5 |
| 40 | CC(C)(C)C1CCC2(CC1)Nc1cccc3cccc(c13)N2 | -10 | 10 | 2.6 | -3 | -2.2 | -12 | -6 | -0.3 | 2 | -0.4 | -6 |
| 41 | CC(=O)c1c(C)[nH]c(C(=O)OCC(=O)C(C)(C)C)c1C | -11 | 2 | 1.9 | -3 | -1.7 | -4 | 11 | 2.8 | 8 | 2.2 | -6 |
| 42 | Cc1cc(=O)[nH]c(N/N=C/c2c(C)nn(-c3ccccc3Cl)c2Cl)n1 | -1 | 1 | 1.4 | -2 | 0.8 | 58 | -12 | -0.8 | 4 | 0.3 | -7 |

Rows are unselected; 2.3% or so of the library scored in one or more.
